Screens deposited in PubChem BioAssay by Broad Institute.
DENV2 CPE rescue = inhibitors of DENV2 cytopathic effect, primary screen, cell-based, plate reader, single concentration; hit rate 1.7% among 350,000; DENV2-infected cells, cytopathic effect rescue; AID 651640, 2012; CPE inhibition, % at 9.99 µM; in the data active = CPE inhibition above about 20%, passing the limit was not always enough; inconclusive = no clear call, values can overlap the other calls; tested in BHK-21 cells;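 also: 0% = median of neutral control wells and 100% = median of positive control wells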
CASP6 VEID inh = human caspase-6 inhibitors, primary screen, biochemical, VEID-R110 fluorescence, single point, set 2; P55212; purified caspase-6, Z-VEID-R110 cleavage fluorescence; inhibition, % at 12.5 µM; hit rate 0.53% among 350,000; AID 686996, 2013;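 active = mean inhibition across replicates at least about 35%, with every replicate also reaching that limit, limit read from the data; inconclusive = only one of the two criteria met; inactive = neither criterion met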;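 also: 0% = median of neutral control wells and 100% = no fluorescence left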
Xi reactivation = activators of inactive X chromosome reactivation, primary screen, imaging, XiGFP fibroblasts, GFP high-content imaging, set 2 | XiGFP mouse fibroblasts, % GFP-positive cells imaging, 3 d; cells co-treated with 5-aza-dC sensitizer; scaled so ellipticine positive control = 100% | activation, % at 7.58 µM | hit rate 0.055% among 360,000;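 active = mean normalized replicate activation at least 10% and every replicate at or above 10%; inconclusive = only one of the two criteria met; inactive = mean below 10% and not all replicates reach 10%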;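 also: 0% = median of on-plate neutral control wells and 100% = ellipticine 6 µM median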
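System: XiGFP fibroblasts, SV40-immortalized. Medium: DMEM plus 5-aza-dC sensitizer. Doses: single point. Timing: 3 d treatment, 15 min room-temperature fixation. Control set: ellipticine 6 µM.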
F508del corr = F508del CFTR correction, initial screen, CFBE line, single point | activity (quench increase), % at 7.58 µM | CFBE cells, YFP halide quenching; stimulated with forskolin plus potentiator P3; % fluorescence drop versus neutral controls | AID 720511, 2013 | hit rate 0.36% among 350,000;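 active = mean added fluorescence quench of at least 8% versus neutral control, with both replicates also reaching 8%; inconclusive = only one of the mean or replicate conditions met; inactive = mean below 8% and not both replicates reaching 8%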;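 also: cells transiently co-express mutant CFTR-F508del with the halide-sensitive YFP; corrector assay measuring rescue of mutant channel to the surface after 24 h compound exposure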
RAD54 branch = inhibitors of human RAD54 branch migration, primary screen, biochemical, fluorescence, single point; inhibition, % at 10.4 µM; AID 602329, 2012; hit rate 0.14% among 360,000; DNA repair and recombination protein RAD54-like (Homo sapiens), Q92698; RAD54 Holliday junction branch migration, FAM/BHQ fluorescence;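 active = mean normalized replicate activity at least 40 and at least half of replicates scoring 40 or more; inconclusive = only one of the two criteria met; inactive = mean below 40 and under half of replicates reaching 40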;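 also: 0% = median of neutral control wells and 100% = median of positive control wells; inhibitors cause a drop in the FAM fluorescence signal; in these data hits start at about 50%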
RAD52 inh = RAD52 DNA annealing inhibitors, primary screen, biochemical, FRET, single point, set 2. recombinant RAD52 DNA annealing, FRET fluorescence. inhibition, % at 18.7 µM. hit rate 0.46% among 360,000;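 active = every replicate showing at least 50% inhibition; inconclusive = mean inhibition at least 50% but not in every replicate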
Target sequence (P43351 whole entry, looked up): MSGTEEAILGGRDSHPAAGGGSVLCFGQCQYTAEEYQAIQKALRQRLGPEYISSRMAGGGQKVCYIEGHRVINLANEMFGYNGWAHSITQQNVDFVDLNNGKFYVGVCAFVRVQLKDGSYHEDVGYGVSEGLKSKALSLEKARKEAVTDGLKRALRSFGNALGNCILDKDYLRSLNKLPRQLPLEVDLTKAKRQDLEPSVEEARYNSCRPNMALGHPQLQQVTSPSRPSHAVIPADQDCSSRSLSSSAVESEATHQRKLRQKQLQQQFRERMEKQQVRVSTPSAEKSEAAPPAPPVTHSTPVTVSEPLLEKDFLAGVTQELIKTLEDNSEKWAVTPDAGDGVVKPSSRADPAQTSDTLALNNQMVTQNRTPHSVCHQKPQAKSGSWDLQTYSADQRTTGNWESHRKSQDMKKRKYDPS
E-sel inducer = E-selectin induction in HUVECs, primary screen, imaging, HUVEC, immunofluorescence imaging, single point; hit rate 0.37% among 260,000; P16581; activation, % at 7.58 µM; AID 686992, 2013; normalized: neutral wells 0, TNF-alpha wells 100;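 active = mean E-selectin-positive cell signal at least 10% of the positive control, reached in at least 60% of replicates, without over 20% cell loss; inconclusive = no rule given, readout overlaps actives, possibly toxicity-flagged; inactive = the rest, including those meeting only one limit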;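 also: in these data hits start at about 27%; measured in HUVEC primary endothelial cells; signal is the percent of cells scored E-selectin positive by PE staining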
Target sequence (P16581 whole entry, looked up): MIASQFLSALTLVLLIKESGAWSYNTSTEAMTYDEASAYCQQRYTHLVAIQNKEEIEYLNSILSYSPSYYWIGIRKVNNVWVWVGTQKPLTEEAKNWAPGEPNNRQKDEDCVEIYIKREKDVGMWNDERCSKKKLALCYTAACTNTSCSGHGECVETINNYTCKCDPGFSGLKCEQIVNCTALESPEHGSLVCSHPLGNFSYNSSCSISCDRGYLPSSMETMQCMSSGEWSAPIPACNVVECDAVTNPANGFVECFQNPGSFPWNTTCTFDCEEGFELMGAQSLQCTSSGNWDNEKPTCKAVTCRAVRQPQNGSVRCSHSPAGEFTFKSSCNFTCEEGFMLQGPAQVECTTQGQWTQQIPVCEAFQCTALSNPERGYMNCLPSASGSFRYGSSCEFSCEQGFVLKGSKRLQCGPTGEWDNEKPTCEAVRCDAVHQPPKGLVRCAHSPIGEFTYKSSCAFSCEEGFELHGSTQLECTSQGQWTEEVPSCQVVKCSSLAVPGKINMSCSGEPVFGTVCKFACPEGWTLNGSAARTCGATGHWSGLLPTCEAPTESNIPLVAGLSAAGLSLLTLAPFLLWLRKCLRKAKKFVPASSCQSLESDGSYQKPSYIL
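Test system – human umbilical vein endothelial cells (HUVEC), E-selectin induction · Input – 3,000 HUVEC seeded per well · Buffer or medium – EGM-2, gelatin · Compound dosing – single-point compound dose · Detection – immunofluorescence imaging · Measure – percent E-selectin-positive cells · Controls – TNF-alpha high, DMSO low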
GSIS activator = GLuc luminescence reporter in INS-1E cells, primary screen for activators of glucose-dependent secretion of insulin | INS-1E GLuc reporter insulin secretion, 2-3 h | activation, % at 16.6 µM | hit rate 0.61% among 370,000;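 active = lowest replicate activation of at least 40%, so every replicate reaches that level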;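 also: 0% = median of neutral control wells and 100% = median of IBMX positive control wells; some compounds called inactive have numbers as strong as hits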
Starred values were filed as active, the others as inactive; ? = inconclusive; . = not tested or not shown; & = joins results of further samples.

SMILES	DENV2 CPE rescue	CASP6 VEID inh	Xi reactivation	F508del corr	RAD54 branch	RAD52 inh	E-sel inducer	GSIS activator
O=C(O)c1ccc(-c2noc(-c3ccc(F)cc3)n2)cc1	2	3	-0.1	-1.4	-3	-2	0.3	.
CC(=O)C1=C(O)C(=O)N(c2cccc(C(=O)O)c2)C1c1ccc(F)cc1 (stereo not drawn)	3	0	0.1	-2.2	-1	1	0.3	11
O=C(c1cc2ccccc2cc1O)N1CCN(c2ccccn2)CC1	-4	0	0.0	3.0	0	-1	.	6
COc1ccc2c(c1OC)C[N+]1([O-])CCc3cc4c(cc3C1C2)OCO4 (stereo not drawn)	-13	-1	0.0	-0.4	5	-31	0.3	-3
C[C@@H]1COC(=O)[C@@H](Cc2ccc(F)cc2)C/C=C\C[C@H](CC(=O)N(CCO)Cc2ccccc2)C(=O)N1	13	0	-0.1	-3.3	1	0	-0.1	-12
CSc1ccc(CN2CCC2(C)C(=O)NC2CCN(Cc3ccccc3)CC2)cc1 (stereo not drawn)	-1	-11	0.0	2.7	-8	-7	-0.1	-2
COc1ccccc1-c1noc(CSc2nc(N)cc(=O)[nH]2)n1	6	0	0.0	-1.6	8	-8	.	23
CCN(C(=O)CSc1nc2ccc(OC)cc2[nH]1)c1c(N)n(Cc2ccccc2)c(=O)[nH]c1=O	-1	0	-0.1	-8.3	6	-5	.	8
Cc1nc2sc(C(c3ccccc3)N3CCN(CCO)CC3)c(O)n2n1 (stereo not drawn)	-5	0	0.1	-2.0	-6	1	2.6	-12
COc1ccc(/C=N/Nc2cc(N3CCOCC3)nc(C)n2)c(OC)c1	-8	4	0.0	3.2	10	-1	0.3	-13
CC(C)NC(=O)N[C@@H]1C=C[C@H](CC(=O)NC2Cc3ccccc3C2)O[C@@H]1CO	4	-9	-0.2	1.4	-3	22	-0.3	9
COc1cccc(C(=O)NCCCc2ccccc2)c1OC	2	-3	0.4	0.7	-3	-12	.	14
CC(C)NC(=O)N(C)C[C@H]1Oc2ccc(NC(=O)CCCCCC(=O)Nc3ccccc3N)cc2C(=O)N([C@H](C)CO)C[C@@H]1C	15	0	-0.1	0.6	-3	-5	5.2	14
CC(C)=NOc1nc(N2CCOCC2)nc(N2CCOCC2)n1	-8	1	0.3	-2.8	-7	-1	0.3	.
O=C(Nc1ccc2c(c1)OCO2)C1CCN(C(=O)c2ccc([N+](=O)[O-])cc2)CC1	1	5	0.1	.	.	-5	.	1
CC(C)NC(=O)Nc1ccc2c(c1)CC(=O)N([C@@H](C)CO)C[C@@H](C)[C@H](CN(C)C)O2	0	0	0.3	-0.6	-7	-6	0.2	2
Cc1scc(C(=O)NNC(=S)NCc2ccccc2)c1C	-2	-2	0.0	.	.	-108	-0.1	.
O=C(CN1CCOCC1)Nc1ccccc1F	8	0	-0.1	0.4	-9	-4	.	-4
CC(C)CC#Cc1ccc2c(c1)O[C@H](CN(C)C(=O)Cc1cccnc1)[C@@H](C)CN([C@H](C)CO)S2(=O)=O	1	.	-0.9	-1.9	-14	-11	0.0	-16
Cc1ccc(S(=O)(=O)NC(C)(C)CN2CCc3ccccc3C2)cc1	-2	1	0.0	2.3	.	-11	-3.0	.
COc1ccc(Br)cc1C1CC(=O)N2CN(C)CSC2=C1C#N (stereo not drawn)	-8	35*	-0.3	4.8	-9	-4	.	-7
Cc1ccc2nc(SCC(=O)N3CCC(Cc4ccccc4)CC3)nc(=O)n2c1	6	-2	-0.1	1.4	.	-2	.	-1
COc1ccc(-c2cccc(-c3nc(C(=O)N(C)C)cc4c3[C@H](CCO)N([S@@](=O)C(C)(C)C)C4)c2)cc1	-1	-1	0.0	-4.3	8	-30	0.1	-4
CCOC(=O)C(Cc1ccccc1)(Cc1ccccc1)C(C)=O	1	2	0.0	-2.4	-4	-13	-0.1	3
CCOC(=O)N1CCN(C(=O)C[C@H]2C[C@@]3(C(=O)OC)C(=C[C@H](C(C)(C)C)O[C@@H]3C)N(Cc3ccc4c(c3)OCO4)C2=O)CC1	8	0	-0.1	5.1	.	-2	-0.1	-24

More compounds.
SMILES	DENV2 CPE rescue	CASP6 VEID inh	Xi reactivation	F508del corr	RAD54 branch	RAD52 inh	E-sel inducer	GSIS activator
CCCc1c(-c2ccc(Cl)cc2)ncn1Cc1cccc(-c2ccccc2)c1	-13	-5	0.1	-0.4	.	-5	-0.2	-15
C[C@@H]1CN([C@@H](C)CO)C(=O)c2cc(NC(=O)CCCN(C)C)ccc2O[C@@H](C)CCCCO[C@@H]1CN(C)S(=O)(=O)c1cccs1	.	-8	0.1	0.0	8	-7	-0.1	21
COc1ccc2c3c([nH]c2c1)[C@@H](CO)N(Cc1ccccc1OC)CC31CN(S(C)(=O)=O)C1	-18	.	0.3	-0.7	.	.	0.0	5
C[C@@H]1CN([C@H](C)CO)S(=O)(=O)c2ccc(C#Cc3ccccc3)cc2O[C@@H]1CN(C)C(=O)Cc1ccccn1	10	2	-1.1	2.2	-14	-38	-0.1	-3
Cc1ccc(S(=O)(=O)N2CCC(C(=O)Nc3ncccc3O)CC2)cc1	12	4	-0.1	-3.2	-11	-8	-0.2	-6
O=C(COC(=O)c1ccc(Br)cc1)Nc1ccccc1Br	0	2	0.0	2.3	.	0	.	3
Cc1nn(CC(=O)Nc2ccc(S(N)(=O)=O)cc2)c(=O)c2ccccc12	15	-2	0.0	1.2	-3	-11	0.0	17
COCCN1C(=O)c2ccccc2C1c1nc2ccccc2[nH]1 (stereo not drawn)	?	-1	-0.1	-1.4	0	-13	1.6	0
Cc1ccccc1S(=O)(=O)N(C)C[C@H]1OCc2cn(nn2)CCCC(=O)N([C@@H](C)CO)C[C@H]1C	.	.	-0.1	-1.0	.	.	0.0	5
Nc1nc(SCC(=O)NCC2CCCO2)[nH]c(=O)c1NC(=O)c1ccco1 (stereo not drawn)	-1	7	0.1	2.4	-3	-3	2.3	.
CN(C)C(=O)c1ccc(-c2ccc([C@H]3[C@@H](C#N)N(C(=O)C4CCOCC4)[C@H]3CO)cc2)cc1	7	3	0.0	-0.7	-25	-23	-0.1	3
Cc1cc(C(=O)Nc2cccc3c2O[C@H](CN(C)S(=O)(=O)c2ccc(Cl)cc2)[C@H](C)CN([C@H](C)CO)C3=O)n(C)n1	-3	0	0.0	-0.6	-2	5	0.0	-8
CCNC(=S)Nc1cc(C)ccn1	.	.	-0.1	4.9	.	.	0.6	19
C[C@@H]1CN([C@@H](C)CO)C(=O)c2cc(NC(=O)c3ccncc3)ccc2O[C@@H](C)CCCCO[C@H]1CN(C)S(=O)(=O)c1cccs1	1	-5	0.0	0.9	-5	-16	.	2
N#Cc1cnc(N)c(Br)c1	-6	.	0.3	-3.2	.	-5	1.4	12
CC(C)=CCC/C(C)=C/CNC(=O)CC1C[C@H](C(=O)N2CCOCC2)[C@@]2(C)c3[nH]c4ccccc4c3CCN2C1=O (stereo partly drawn)	0	4	0.4	-1.1	-2	-9	-0.2	-34
CN(Cc1ccccc1)S(=O)(=O)c1ccc(Cl)c(C(=O)N2CCC2)c1	0	2	0.0	3.4	2	-8	3.0	-3
O=[N+]([O-])c1ccc(Nc2ccccn2)c([N+](=O)[O-])c1	.	12	0.0	-3.1	3	-14	.	10
CC(C)NC(=O)Nc1ccc2c(c1)CC(=O)N([C@H](C)CO)C[C@H](C)[C@@H](CN(C)Cc1ccc3c(c1)OCO3)O2	1	-5	-0.1	-0.6	-16	-5	8.4	10
CCN(C[C@H]1N[C@@](Cc2ccccc2)(C(=O)OC)[C@H]2C(=O)N(Cc3ccccc3)C(=O)[C@@H]12)S(=O)(=O)c1ccc(OC)cc1	5	2	-0.2	1.8	6	-10	.	-20
C[C@H](CO)N1C[C@H](C)[C@@H](CN(C)C(=O)NC2CCCCC2)Oc2ccc(NC(=O)NC3CCCCC3)cc2C1=O	10&-12	3	0.2&0.0	-0.1&-1.0	2&3	4&-6	-0.3&0.1	8&15
CC(C)(C)C(c1nc2ccccc2[nH]1)n1c(-c2ccco2)nc2ccccc21 (stereo not drawn)	-7	0	0.1	3.5	.	-12	9.5	11
COc1ccc(C(=O)OCC(=O)NCC2CCCO2)cc1 (stereo not drawn)	?	-3	0.1	-3.9	.	-5	.	3
COc1ccc(C(=O)NCC(c2ccco2)N2CCc3ccccc3C2)c(OC)c1 (stereo not drawn)	-10	-2	0.0	5.3	-11	1	0.2	-10
Cc1cccc(C)c1NC(=O)C1CCCN1S(=O)(=O)c1ccc(-c2ccc(=O)[nH]n2)s1 (stereo not drawn)	-6	.	0.0	1.5	-10	-21	.	10

The list goes on:
SMILES	DENV2 CPE rescue	CASP6 VEID inh	Xi reactivation	F508del corr	RAD54 branch	RAD52 inh	E-sel inducer	GSIS activator
Cc1nnc(SCC(=O)NNC(=O)c2ccc(Cl)cc2)s1	-1	1	0.0	0.3	0	-12	-0.3	-2
COc1ccc(NC(=S)NCc2cccs2)c(OC)c1	2	0	0.3	-0.1	.	-9	.	5
CO[C@H](CN(C)S(=O)(=O)c1ccc(Cl)cc1)[C@@H](C)CN(C(=O)Nc1ccccc1F)[C@H](C)CO	3	-3	0.1	1.0	-8	13	0.0	-17
C=C/C=C/[C@@H]1C(=C)CN2[C@H]1[C@H](Cc1ccccc1)OC(=O)[C@@H]2Cc1ccccc1	5	-4	.	-1.5	-17	-31	.	.
CN(C)CCNC(=O)c1ccc2nc([C@@H]3O[C@H](CO)[C@H](O)[C@H](O)[C@H]3O)[nH]c2c1	-3	-10	0.5	-2.6	-4	9	.	.
Cc1ccc(-n2c(C)cc(C(=O)OCC(=O)N3CCOCC3)c2C)cc1	-6	0	0.0	7.5	2	-22	-0.4	-2
CCOC(=O)c1ccc(N=c2sc(C(=O)OC)cc(=O)n2CCCN2CCOCC2)cc1	-6&5	-2&1	0.0&0.2	-8.0&-0.8	0&-7	7&-5	0.7&0.2	-37
CCc1cn(S(=O)(=O)c2ccccc2OC)nc1N	-11	0	.	-0.6	2	-9	.	-6
N#Cc1cnn2c(=O)[nH]cnc12	7	1	0.1	-3.7	-2	5	-3.1	2
CN(C)c1ccc(/C=N/NC(=O)c2ccccc2O)o1	10	32	0.2	-2.5	.	-29	.	-17
COC(=O)c1ccccc1NC(=O)N1CCN(c2ccccc2F)CC1	2	0	0.0	-0.8	-2	-6	.	1
C[C@H]1CCCCO[C@H](CN(C)Cc2ccc(C(=O)O)cc2)[C@@H](C)CN([C@@H](C)CO)C(=O)c2cc(NC(=O)Nc3ccc(F)cc3)ccc2O1	10	0	0.1	-2.2	7	10	0.1	28
COc1ccc2c(C(=O)c3ccc(C)cc3)n(CCC(N)=O)[n+]([O-])c2c1	?	-1	0.0	-2.1	-15	5	.	4
